NTR1 agonist: agonists of NTR1, primary screen, imaging, U2OS cells, beta-arrestin-GFP, high content (AID 493036); NTR1-U2OS beta-arrestin-GFP spot imaging, agonist mode; 0.17% of 330,000 active; activation, % at 20 µM; P30989;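 active = activation at or above 40% of the spot to cytoplasm intensity ratio, with at least 20 cells analyzed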;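 also: 0% = DMSO without peptide and 100% = 100 nM NTR1 peptide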
Target sequence (P30989 whole entry, looked up): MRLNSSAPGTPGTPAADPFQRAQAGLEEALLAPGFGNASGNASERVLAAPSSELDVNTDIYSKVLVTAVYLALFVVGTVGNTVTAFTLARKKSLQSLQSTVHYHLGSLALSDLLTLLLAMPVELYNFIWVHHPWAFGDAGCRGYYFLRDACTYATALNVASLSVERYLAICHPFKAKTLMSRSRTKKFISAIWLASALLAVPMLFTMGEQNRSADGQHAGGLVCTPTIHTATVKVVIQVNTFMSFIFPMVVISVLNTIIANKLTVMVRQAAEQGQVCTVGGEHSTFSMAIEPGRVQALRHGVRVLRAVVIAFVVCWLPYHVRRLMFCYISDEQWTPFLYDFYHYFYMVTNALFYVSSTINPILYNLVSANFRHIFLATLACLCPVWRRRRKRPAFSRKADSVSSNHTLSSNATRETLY
GPR55 beta-arrestin: GPR55 agonists via beta-arrestin recruitment, primary screen, imaging, U2OS cells, beta-arrestin-GFP redistribution (AID 1961). U2OS GPR55 beta-arrestin-GFP redistribution imaging; higher % means a stronger effect. one-dose activation, % at 10 µM; EC50 in µM for titrated hits. 0.048% of 290,000 active;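 active = activation above 40% with more than 50 cells counted in the well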;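 also: U2OS osteosarcoma cells stably expressing GPR55 and beta-arrestin-GFP; plate controls were DMSO negative control for no effect and LPI positive control for full effect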
GPR55 LPI antagonism: inhibition of LPI-stimulated GPR55 beta-arrestin translocation – imaging, U2OS, beta-arrestin-GFP, LPI agonist, primary screen (AID 2013). U2OS GPR55 beta-arrestin-GFP translocation imaging, LPI antagonism; higher % means a stronger effect. one-dose inhibition, % at 10 µM; IC50 in µM for titrated hits. 0.13% of 290,000 active;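 active = spots per cell inhibited over 60%, with over 100 cells counted and total cytoplasm intensity under 500,000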;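 also: U2OS cells stably carrying GPR55 and arrestin-GFP stimulated by 5 µM LPI near EC80; imaged beta-arrestin-GFP aggregate spots per cell after agonist stimulation; plate controls were LPI-stimulated DMSO wells for no effect and DMSO wells without LPI for full effect; some results filed as inactive read as strong as hits; confirmed hits need IC50 under 10 µM and bright autofluorescent wells are also inconclusive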
GPR35 antagonists: GPR35 antagonists blocking zaprinast-driven arrestin recruitment, primary screen, imaging, U2OS, beta-arrestin-GFP, zaprinast agonist (AID 2058); 0.052% of 290,000 active; one-dose inhibition, % at 10 µM; IC50 in µM for titrated hits; U2OS GPR35 beta-arrestin-GFP translocation imaging, zaprinast antagonism; higher % means a stronger effect;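 active = inhibition of at least 50% with at least 30 cells and total cytoplasm GFP at most 10,000,000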
NS5 inhibitors: Dengue-2 NS5 methyltransferase inhibitors, primary screen, biochemical, confirmation dose response (AID 588689). Dengue-2 NS5 methyltransferase capping enzyme assay, biochemical; higher % means a stronger effect. 0.3% of 340,000 active. one-dose inhibition, % at 25 µM; IC50 in µM for titrated hits; in the data active = a potency from the dose series
HIV fusion peptide: inhibitors of HIV fusion peptide binding, primary screen, biochemical, uHTS, fluorescence dequenching (AID 1986). cell-free peptide binding, fluorescence dequenching, 30 min; higher % means a stronger effect. one-dose inhibition, % at 20 µM; IC50 in µM for titrated hits. 0.3% of 290,000 active; in the data active = inhibition mostly above about 52%, no sharp cut-off; inactive = mostly below about 76%; also: some results filed as inactive read as strong as hits
Siah-1 displacement: blockers of Siah-1 interaction with plectin peptide – biochemical, fluorescence polarization, rhodamine-plectin, uHTS, primary screen (AID 1817); Siah-1 / rhodamine-plectin peptide fluorescence polarization; higher % means a stronger effect; one-dose displacement, % at 20 µM; IC50 in µM for titrated hits; 0.02% of 290,000 active;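 active = displacement of at least 50% at 20 µM, with a fluorescence ratio check between 0.3 and a set limit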;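 also: plate controls were Siah plus tracer with DMSO for no effect and tracer alone without Siah for full effect; strong numbers were not always called active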
K1F lysis inhibition: protection from phage-mediated lysis, alamar blue read-out – E. coli UTI89, K1F phage, bacterial capsule biogenesis inhibitors (AID 488966) | E. coli UTI89 K1F phage lysis, alamar blue, 2 h; higher % means a stronger effect | inhibition, % at 100 µM, or IC50 in µM where a hit was titrated | 0.02% of 340,000 active;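 active = phage lysis inhibition, versus mean bacterial control, above a set limit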;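 also: capsule biogenesis inhibitors block K1F phage lysis so surviving cells raise fluorescence; higher fluorescence means more inhibition of phage lysis; actives were called in the ten point dose series up to 300 µM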
AID2073: inhibitors of Mint1-CaV2.2 protein interaction, biochemical, HTRF (AID 2073); HTRF protein-protein interaction, Mint1-CaV2.2; higher % means a stronger effect; 0.19% of 290,000 active; inhibition, % at 20 µM; hits with a dose series show IC50 in µM; in the data active = inhibition mostly above about 51%, no sharp cut-off; also: some results filed as inactive read as strong as hits
NTR1 agonist cell count 20 µM: also measured in NTR1 agonist; calls as there; cell count; measured here: cell count, cytotoxicity flag
NS5 inhibitors pilot replicate: recorded beside NS5 inhibitors, whose call it bears; inhibition, %; measured here: pilot screen replicate inhibition
An asterisk follows results filed as active; · = no result given; [ ] = dose if it differs, or a comment.

SMILES | NTR1 agonist | NTR1 agonist cell count 20 µM | GPR55 beta-arrestin | GPR55 LPI antagonism | GPR35 antagonists | NS5 inhibitors | HIV fusion peptide | Siah-1 displacement | K1F lysis inhibition | AID2073 | others
C/C(=N\NC(=O)Cc1ccc(Cl)cc1)c1ccccc1O | 1.2 | 70 | -0.3% | -1% | -5% | 1% | -1.4% | 0% | 0.4% | 3%
O=C(NCCCc1ccccc1)C1CCC(=O)N(Cc2ccc(Cl)cc2)C1 (stereo unspecified) | 1.5 | 39 | 0.6% | -4% | -13% | 0% | 0.6% | -2% | 0.6%[50 µM] | 14%
Nc1ncnc(NCc2ccccc2)c1[N+](=O)[O-] | 1.8 | 73 | -0.3% | -14% | 8% | -5% | 0.7% | 6% | 0.2% | 4%
COc1ccc(NC(=O)CN2CCN(CC(=O)Nc3ccc(F)cc3)CC2)c(OC)c1 | -1.2 | 63 | -0.2% | -3% | -9% | -5% | 0.6% | -2% | 0.1% | 3%
O=c1cc(-c2ccco2)oc2c1ccc1ccccc12 | 1.4 | 55 | -0.1% | -9% | -14% | -9% | -5.0% | -6% | -0.7% | 11%
Cc1cccc(N(C(=O)Cn2nnc3ccccc32)C(C(=O)NC(C)(C)C)c2ccsc2)c1C (stereo unspecified) | -0.3 | 41 | 0.2% | 10% | -1% | 4% | -1.3% | 1% | 0.6%[50 µM] | 3%
Cc1ccc(NC(=O)C2CCN(S(=O)(=O)c3ccc4c(c3)C(C)(C)C(=O)N4C)CC2)c(C)c1 | -3.8 | 65 | -0.1% | 4% | 0% | 2% | 0.0% | 1% | 0.2% | -11%
O=C(Nc1ccc(N2CCOCC2)cc1N1CCOCC1)c1ccc(Cl)cc1 | -0.7 | 44 | -0.1% | 1% | -10% | -7% | -2.1% | 9% | -0.3% | 12%
Cc1cc(S(=O)(=O)N2CCN(C(=O)CCC(=O)N3CCOCC3)CC2)ccc1Br | -1.0 | 63 | -0.1% | 4% | -5% | -14% | -0.4% | -2% | 0.4% | 1%
Cc1ccc(-n2c(=O)[nH]c3c(oc4ccccc43)c2=O)cc1 | 0.1 | 64 | 0.4% | 9% | 2% | 0% | 2.7% | 13% | -1.1%[50 µM] | 13%
C=CCNC(=S)NNC(=O)c1csc(C)c1C | -1.5 | 48 | -0.3% | -3% | 2% | 0% | -0.9% | 2% | 3.8% | -27%
O=c1nc(N2CCOCC2)ccn1-c1nc(-c2ccccc2)sc1-c1ccccc1 | -0.5 | 70 | -0.1% | 0% | 3% | -4% | -1.8% | -2% | 0.1% | 0%
COc1ccccc1CNC(=O)C/C(C)=N/NC(=O)Cc1ccc(Cl)cc1 | -1.3 | 49 | 0.3% | -7% | 8% | 4% | 2.4% | 13% | 0.1% | -10%
Cc1cccc(C)c1NC(=O)C1(N(Cc2ccco2)C(=O)c2ccccn2)CCCC1 | 0.2 | 41 | -0.1% | -12% | -14% | 6% | -0.6% | -4% | -0.8% | 8%
COC(=O)N/N=C/c1ccc(-c2ccc(Cl)c(Cl)c2)o1 | 0.4 | 65 | -0.2% | 12% | 2% | 5% | 0.3% | 0% | -1.4%[50 µM] | -11%
CCCCc1sc(-c2c(C#N)c(N)nc3c2CCCCC3)cc1[N+](=O)[O-] | 36 | 60 | 0.3% | -4% | 12% | -3% | 0.4% | 2% | 2.4%[50 µM] | -2%
Cc1nnc(SCC(=O)N(Cc2ccccc2)C(C)(C)C)[nH]c1=O | 0.5 | 55 | 0.4% | 0% | 0% | -1% | -1.7% | 3% | -1.0% | 18%
COc1ccc(C[C@@H]2CN3C(=NC[C@@H]3C)N2C[C@H](C)NC(=O)CCC2CCCCC2)cc1 | 0.4 | 58 | -0.2% | 11% | 8% | -2% | -1.0% | -4% | 0.9% | 20%
Cc1cccc(C)c1NC(=S)N1CC(C)OC(C)C1 (stereo unspecified) | 2.8 | 42 | -0.1% | 6% | 4% | -4% | 0.5% | -4% | 0.4% | -13%
CC(C)CCOc1cccc(OCC(=O)O)c1 | -2.3 | 94 | -0.3% | -3% | 8% | -11% | 3.1% | -10% | 1.3% | -4%
CCOC(=O)c1c(-c2ccc(F)cc2)csc1NC(=O)CCN1C(=O)c2ccccc2C1=O | 1.7 | 53 | 0.6% | 4% | -8% | -2% | 3.9% | 8% | 3.0% | 9%
CCC(C)(C)NC(=O)C(c1ccc(C)cc1)N(Cc1cccnc1)C(=O)c1csnn1 (stereo unspecified) | -0.2 | 80 | -0.4% | 6% | -1% | -2% | 3.0% | -3% | -0.5% | -14%
Cc1nnc(SCC(=O)Nc2ccc([N+](=O)[O-])cc2)n1C | -1.5 | 39 | -0.1% | 0% | 1% | 4% | -0.2% | -2% | -0.2% | 1%
Cc1cccc(C(=O)OCC(=O)NC(=O)Cc2ccccc2)c1O | 1.1 | 46 | -0.1% | 9% | -8% | 3% | 0.7% | 4% | 0.1% | 8%
O=C(Nc1cccc(Cl)c1)c1ccncc1 | -1.7 | 67 | 0.0% | -8% | -10% | -7% | -2.3% | -2% | 0.3% | -4%
O=[N+]([O-])c1cccc(S(=O)(=O)NC2CC3CCC2C3)c1 (stereo unspecified) | 2.2 | 65 | -0.2% | 2% | 12% | -1% | -1.2% | -2% | -0.2% | 13% | NS5 inhibitors pilot replicate=-1.2
O=C(Nc1ccc(F)cc1)C1CCC(N2C(=O)c3ccccc3C2=O)CC1 (stereo unspecified) | 0.8 | 40 | -0.1% | -14% | -2% | 14% | -2.3% | -2% | 3.6% | -2%
COC1=C/C(=C/c2c(O)c(C#N)c3ccccn23)C=CC1=O | 0.3 | 60 | -0.3% | -6% | 8% | 17% | 14% | 0% | 1.5%[50 µM] | 4%
O=C1c2ccccc2C(=O)N1c1cccc(-c2csc(Nc3ccc4c(c3)OCO4)n2)c1 | · | · | 0.6% | 15% | 7% | · | 10% | 11% | · | -1%
Cc1nonc1OCCN1CCN(c2ccc([N+](=O)[O-])cc2)CC1 | -0.2 | 48 | 1.4% | 4% | -13% | -10% | 0.2% | 13% | 0.7% | 3%
O=C(O)c1ccc(CSC2CCCCC2)cc1 | -0.5 | 98 | 0.0% | 6% | 3% | 3% | -2.5% | 1% | 1.2% | 6%
O=C(CN1c2cccc3cccc(c23)S1(=O)=O)Nc1cccc(S(=O)(=O)N2CCOCC2)c1 | -0.1 | 40 | -0.4% | 17% | 4% | -3% | 0.5% | 2% | 1.6% | 0%
N#CCCn1c(SCC(=O)Nc2ccc(N3CCOCC3)cc2)nc2ccccc21 | -1.3 | 59 | 0.3% | 8% | -2% | 4% | -0.2% | -6% | 5.5% | -6%
CSc1ncccc1C(=O)NC(C)CCc1ccccc1 (stereo unspecified) | 3.3 | 49 | -0.2% | 2% | 8% | 7% | 0.4% | -1% | -0.2% | 6%
O=S(=O)(c1ccc(Oc2ccc(Br)cc2)cc1)N1CCOCC1 | 2.4 | 69 | -0.1% | -6% | 16% | · | 0.5% | -1% | -0.1% | 8%
Cc1cc(N2CCN(C(=O)c3ccco3)CC2)c2ccccc2n1 | -0.2 | 39 | -0.1% | 15% | -6% | 7% | -1.3% | 10% | 3.8% | -1%
CCOC(=O)C1=C(C)NC2=C(C(=O)CCC2)C1c1coc2ccccc2c1=O (stereo unspecified) | 1.1 | 46 | -0.2% | 10% | 4% | -4% | -3.8% | 2% | 2.3% | -14%
COc1ccc(CNC(=S)NCc2ccc(Cl)cc2)cc1OC | -0.7 | 64 | -0.2% | -2% | 5% | 2% | -1.2% | -1% | 0.4%[50 µM] | -3%
CCN1CCN(C(c2nnnn2Cc2ccc3c(c2)OCO3)C(C)C)CC1 (stereo unspecified) | 2.6 | 88 | 1.0% | -7% | -6% | 3% | 0.3% | 2% | -1.0% | 10%
CCC(C)Sc1nc2c(cnn2-c2ccc(C)c(C)c2)c(=O)[nH]1 (stereo unspecified) | 4.0 | 50 | -0.3% | 4% | -7% | -3% | -3.0% | -2% | 0.4% | 75%

By substructure, those above with bromine.
SMILES | NTR1 agonist | NTR1 agonist cell count 20 µM | GPR55 beta-arrestin | GPR55 LPI antagonism | GPR35 antagonists | NS5 inhibitors | HIV fusion peptide | Siah-1 displacement | K1F lysis inhibition | AID2073 | others
Cc1cc(S(=O)(=O)N2CCN(C(=O)CCC(=O)N3CCOCC3)CC2)ccc1Br | -1.0 | 63 | -0.1% | 4% | -5% | -14% | -0.4% | -2% | 0.4% | 1%
O=S(=O)(c1ccc(Oc2ccc(Br)cc2)cc1)N1CCOCC1 | 2.4 | 69 | -0.1% | -6% | 16% | · | 0.5% | -1% | -0.1% | 8%

(next part)
SMILES | NTR1 agonist | NTR1 agonist cell count 20 µM | GPR55 beta-arrestin | GPR55 LPI antagonism | GPR35 antagonists | NS5 inhibitors | HIV fusion peptide | Siah-1 displacement | K1F lysis inhibition | AID2073 | others
Cc1ccc(C)c(Cn2c(=O)c3c(nc4n3CCN4Cc3ccco3)n(C)c2=O)c1 | 2.5 | 80 | -0.1% | -10% | 8% | -5% | -3.0% | -2% | 0.6% | 10%
C=CCOc1c(Br)cc(CNCCCN2CCOCC2)cc1OC | 1.1 | 48 | 1.3% | 6% | -11% | -8% | 1.3% | -3% | 0.2% | 0%
Cc1nn(C2CCS(=O)(=O)C2)c(Cl)c1/C=C/C(=O)OCC(=O)Nc1ccc2c(c1)OCO2 (stereo unspecified) | -0.5 | 48 | 0.0% | 12% | -11% | -2% | -4.1% | -1% | -2.2% | -3%
O=C(CS(=O)(=O)c1c[nH]c2ccccc12)N1CCCCCC1 | -1.7 | 67 | 0.0% | 6% | -17% | -9% | -0.9% | -2% | -0.2% | -12%
CN(C)c1nc(=S)nc(NCc2ccccc2)[nH]1 | -1.1 | 71 | 0.3% | 13% | 16% | -10% | -1.8% | -4% | 0.0% | -21%
COCc1c(C(=O)N/N=C/C2CC=CCC2)nnn1-c1nonc1N (stereo unspecified) | 3.8 | 65 | 0.0% | -5% | -13% | 0% | 3.5% | 1% | 0.9% | 12%
CCOc1cc(CN2CCN(c3ncccn3)CC2)ccc1OC | 0.6 | 50 | 0.1% | 1% | 0% | -9% | 0.2% | 4% | -0.8% | 12%
N/C(=N/OCC(=O)Nc1cccc2ccccc12)c1nonc1N | -0.6 | 89 | -0.1% | -3% | -4% | -6% | -2.1% | 1% | 1.1% | -6%
CCOC(=O)C(C)n1cnc2scc(-c3ccc(C)cc3)c2c1=O (stereo unspecified) | -0.2 | 63 | -0.2% | -13% | 1% | -9% | 0.9% | 12% | -2.0% | 3%
N#CC1=C(N)OC2=C(C(=O)CCC2)C1c1ccsc1 (stereo unspecified) | -0.8 | 55 | -0.2% | 1% | -6% | -12% | 2.8% | 0% | 0.5% | 7%
